Source: PubChem
PHOSPHO1 inh = PHOSPHO1 (human) inhibition. inhibition, % at 13.3 µM. Q8TCT1. recombinant PHOSPHO1, absorbance phosphatase assay. 290,000 tested, 1.1% active. AID 1565; in the data active = inhibition above about 60%
Target sequence (Q8TCT1 whole entry, looked up): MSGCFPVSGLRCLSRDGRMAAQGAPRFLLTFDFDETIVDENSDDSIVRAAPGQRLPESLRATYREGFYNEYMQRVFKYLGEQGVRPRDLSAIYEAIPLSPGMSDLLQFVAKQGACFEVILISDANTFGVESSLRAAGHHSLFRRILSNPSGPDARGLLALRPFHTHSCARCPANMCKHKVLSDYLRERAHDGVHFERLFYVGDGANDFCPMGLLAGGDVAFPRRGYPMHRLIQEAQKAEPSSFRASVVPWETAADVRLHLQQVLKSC
MEKK3 PB1 HTS = MEKK3-MEK5 PB1 interaction, increase or decrease. Q99759. bead-based flow cytometry, Alexa488-MEK5 binding to MEKK3; actives lie on both sides; 0 = blocked by unlabeled MEK5, 100 = vehicle. binding response (% of control), % at 10 µM. 290,000 tested, 1.4% active;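 active = binding response more than 3 SD above or below the average of its plate-row segment, actives on both sides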;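 also: Alexa488 bead fluorescence after subtracting the streptavidin-only scavenger bead signal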
MEKK2wt PB1 HTS = raises or lowers MEK5 binding to wildtype human MEKK2 PB1 domain | 290,000 tested, 1.1% active | binding response (% of control), % at 10 µM | bead flow cytometry, Alexa488-MEK5 binding to MEKK2 WT; actives lie on both sides | Q9Y2U5 | AID 1531; in the data active = binding response below about 67% or above about 130%
V1R ag counter = activates human V1a receptor in oxytocin agonist counter-screen; P37288; CHO-V1R cells, Fluo-8 calcium fluorescence, agonist mode; 0% DMSO, 100% 3 nM vasopressin; activation, % at 3 µM; 320,000 tested, 0.25% active; AID 2797;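 active = activation above the mean activation of all tested compounds plus 3 SD, per screening run, cut at about 20% in these data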;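 also: signal is peak over basal fluorescence ratio across a 100 second FLIPR read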
OXTR agonist = human OXTR agonism. 320,000 tested, 0.32% active. activation, % at 3 µM. CHO-OTR cells, Fluo-8 calcium fluorescence; normalized: DMSO 0%, oxytocin 100%;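 active = activation above the mean of all tested compounds plus 3 SD, cutoff set per screening run, cut at about 20% in these data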;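 also: peak over basal fluorescence ratio from a 100 s FLIPR kinetic read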
Target sequence (P30559 whole entry, looked up): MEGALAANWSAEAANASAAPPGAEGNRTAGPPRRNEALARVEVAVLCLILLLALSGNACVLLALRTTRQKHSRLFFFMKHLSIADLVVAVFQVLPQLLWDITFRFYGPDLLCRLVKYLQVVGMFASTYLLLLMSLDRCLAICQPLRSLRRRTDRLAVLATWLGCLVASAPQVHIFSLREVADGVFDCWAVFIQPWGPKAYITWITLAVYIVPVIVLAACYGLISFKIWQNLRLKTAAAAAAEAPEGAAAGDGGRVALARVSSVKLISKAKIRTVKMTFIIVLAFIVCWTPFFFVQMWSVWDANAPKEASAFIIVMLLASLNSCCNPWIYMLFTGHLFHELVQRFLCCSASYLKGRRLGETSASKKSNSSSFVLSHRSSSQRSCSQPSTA
GPR7 antag = antagonists of human GPR7 (neuropeptides B/W receptor 1); P48145; inhibition, % at 4.4 µM; 290,000 tested, 1.1% active; GPR7-expressing cells, fluorescence antagonist assay; in the data active = inhibition above about 16%, passing the limit was not always enough;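 also: cells stimulated with the agonist NPW; 0% = agonist with vehicle and 100% = vehicle without agonist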
MEKK2mut PB1 HTS = signal of MEK5 binding to mutant human MEKK2 PB1 domain. bead flow cytometry, Alexa488-MEK5 binding to MEKK2 mutant. percent response, % at 10 µM. 290,000 tested, 0.35% active; in the data active = percent response above about 24%, passing the limit was not always enough; also: inactives centre near 1; some results filed as inactive read as strong as hits; reference of the scale not given here
NALP1 inh = inhibitors of NALP1 inflammasome in yeast | S. cerevisiae NALP1/ASC/caspase-1 growth, X-gal OD620, 72 h | inhibition, % at 10 µM | 280,000 tested, 0.61% active | AID 2071; in the data active = inhibition mostly above about 24%, no sharp cut-off; inactive = mostly below about 32%; also: some compounds called inactive have numbers as strong as hits
GalR3 antag = antagonists of human GalR3 | AID 651719 | HEK293 GalR3-CNG cAMP membrane potential fluorescence; galR3 body fused to GalR1 C-terminus | O60755 | 360,000 tested, 0.44% active | inhibition, % at 3 µM;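 active = inhibition above the screen-wide average plus 3 SD, cut at about 13% in these data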;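 also: forskolin and galanin both at EC90 stimulate the cells; cAMP rise reported by CNG channel membrane potential dye signal; 0% = forskolin plus galanin with DMSO and 100% = forskolin alone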
Target sequence (O60755 1-299 limits assumed): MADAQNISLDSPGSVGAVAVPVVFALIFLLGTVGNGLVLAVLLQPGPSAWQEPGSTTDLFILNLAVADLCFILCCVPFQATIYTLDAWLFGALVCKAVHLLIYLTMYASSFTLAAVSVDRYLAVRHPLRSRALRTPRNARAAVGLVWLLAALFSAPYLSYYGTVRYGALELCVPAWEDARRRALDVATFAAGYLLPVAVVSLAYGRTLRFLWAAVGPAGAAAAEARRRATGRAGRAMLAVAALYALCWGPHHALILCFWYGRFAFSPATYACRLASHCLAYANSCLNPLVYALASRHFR
Numbers without * were called inactive; . = no result given; [ ] = remark or other dose. Not all compounds are listed, so the mix of outcomes need not match the whole.

Structure,OXTR agonist,MEKK2wt PB1 HTS,V1R ag counter,GPR7 antag,MEKK3 PB1 HTS,NALP1 inh,MEKK2mut PB1 HTS,GalR3 antag,PHOSPHO1 inh
COC(=O)C1=C(c2ccccc2)C[C@@H]2CC[C@H]1N2C(=O)N1CCC(O)CC1,-0.5,96,-0.9,.,97,.,1,-3,.
C1CCCN(C2CCNCC2)CC1,0.2,108,0.2,-23,107,10,5,-6,41
CN(C(=O)c1ccco1)C1(c2ccccc2Cl)CCCCC1=O (centres undefined),0.0,112,3.4,-2,104,9,13,-1,4
CCC1(CCc2ccncc2)C(=O)NC(=O)NC1=O,2.2,100,0.3,-7,99,9,1,-4,-22
C[n+]1c(-c2ccccc2)cc(CCCCc2cc(-c3ccccc3)[n+](C)c(-c3ccccc3)c2)cc1-c1ccccc1,0.9,9.0*[inhibitor],9.2,9,108,10,56*,-4,-1
CCCCc1ccc(NC2=NCCCS2)cc1,1.1,112,0.4,-7,101,11,9,-9,36
COc1ccc(Cn2c(O)c(/C=N/NC(=O)c3ccccc3)c(=O)[nH]c2=O)cc1,-0.3,91,-0.5,-5,91,9,-4,-3,2
CC[C@@]1(O)C(=O)OCc2c1cc1n(c2=O)Cc2cc3c(NC(=O)CN)cccc3nc2-1,0.7,86,-0.8,11,105,23,1,-10,15
CC(C)N1CCN(Cc2cccc([N+](=O)[O-])c2)CC1,-0.8,87,-0.5,5,97,-13,-13,-4,-8
CC(=O)Nc1nc(CCl)cs1,.,98,.,-4,101,-25,-8,-3,12
CCOP(=O)(OCC)C(NC(=O)c1ccccc1)C(Cl)(Cl)Cl (centres undefined),-1.9,113,0.5,-7,97,16,1,-5,-15
COCCCn1c(N)c(C(=O)NCc2ccco2)c2nc3ccccc3nc21,-0.3,90,1.7,2,86,2,-21,-3,8
CCCC/C(=N/O)c1c(C)[nH]c2ccccc12,0.7,94,0.2,-1,90,4,-5,-7,15
COc1cc(O)cc2c1C(=O)OC(C)CCCC(=O)CCC/C=C\2 (centres undefined),0.8,101,0.9,0,102,-5,3,-7,20
O=c1[nH]c(=S)n(C2CC2)c(O)c1C=NCc1ccc(F)cc1,0.1,91,-0.2,-14,90,.,-20,3,-30
CC(=O)OC1N=C(c2ccccc2)c2cc(C)ccc2NC1=O (centres undefined),-0.7,103,-1.0,-3,99,6,1,-6,10
COc1cccc(-n2c(=S)[nH]c3ccccc3c2=O)c1,0.2,89,0.9,11,94,-8,-11,-3,-37
CCC(C)N1C(=O)/C(=C\c2cnc(N(C)C)nc2)C(=O)NC1=S (centres undefined),0.8,96,1.1,-10,101,-4,-1,-3,42
COc1cc(C=C2C(=O)NC(=O)NC2=O)ccc1O,0.3,99,0.5,-7,97,-11,1,-9,52
CCCCn1c(O)c(C(CC)=NCCCn2ccnc2)c(=O)[nH]c1=O,-0.5,101,0.7,-13,102,-1,2,-8,7
Cc1ccc(C2(O)CC(C)N(C)CC2C)cc1 (centres undefined),0.8,102,0.5,-15,101,16,1,1,-4
CCOC(=O)c1c(C)n(C(C)C)c2ccc(OC(=O)c3ccc(N4C(=O)CCC4=O)cc3)cc12,-1.7,107,1.0,-23,105,39,20,-1,-14
COc1ccc(CCN)cc1OC,0.7,104,0.6,.,103,14,8,-6,8
O=C(COc1ccc(S(=O)(=O)N2CCOCC2)cc1)N1CCN(Cc2ccc3c(c2)OCO3)CC1,13,100,8.7,-1,97,0,8,-8,5
CSc1ccccc1C(=O)C1CCCN(Cc2ccccn2)C1 (centres undefined),0.1,101,0.3,2,100,-2,0,-6,31
C1CCC2S[C@H]3CCCCC3NC2C1 (some centres undefined),1.7,106,0.0,-12,103,.,4,-4,51
CC(C)OC(=O)C1C2c3ccccc3C(c3ccccc32)C1C(=O)O (centres undefined),-0.7,99,1.4,-5,106,12,-1,-1,-1
O=C(Cc1ccccc1)NC(Cc1ccc(Cl)cc1)C(=O)O (centres undefined),0.6,102,0.4,-5,106,5,23,0,24
CC1CCCCN1Cc1cccnc1 (centres undefined),0.5,92,1.2,-9,88,18,-3,-2,-10
COc1ccc(-n2nc(C(=O)NCC(=O)N3CCC4(CC3)OCCO4)c3ccccc3c2=O)cc1OC,-0.5,98,0.5,1,96,4,-5,-11,-8
C(#CCN1CCOCC1)COC/C=C/c1ccccc1,0.1,.,1.2,7,.,1,.,-5,3
O=c1c2ccccc2nc(-c2ccco2)n1-c1cccnc1,0.6,117,-0.2,-11,109,15,12,-2,16
CC(Cc1cccs1)NCc1ccc(Cl)cc1 (centres undefined),-0.8,104,-0.1,-5,104,22,0,1,24
CC(C)NC(=O)Cn1cc(C(=O)c2ccccc2)c2ccccc21,.,107,.,-14,105,4,3,2,.
COc1ccc(C=C2C(=O)N(C)C(=O)N(C)C2=O)cc1COc1ccc(NC(C)=O)cc1,0.0,94,-0.1,-11,90,15,-14,4,20
CCC(=NCC1CCCO1)c1c(O)n(-c2ccc(Cl)cc2)c(=O)[nH]c1=O (centres undefined),0.0,103,0.1,-8,101,-20,7,-5,1
Cc1ccc(C)c(CN2CCC(n3nnc4cc(F)ccc43)CC2)c1,-2.5,105,-0.8,7,101,22,4,-6,18
CCOc1ccc(C2SCC(=O)Nc3c2c(C)nn3C2CCOC(C)(C)C2)cc1 (centres undefined),-1.9,94,-0.3,-3,101,3,2,-4,3
CCOC(=O)C(O)(c1ccc(N=Cc2ccccc2O)c(C)c1)C(F)(F)F (centres undefined),0.8,98,0.6,-2,97,32,0,-5,-12
CCN1CCN(c2ccc(NC(C)=O)cc2Cl)CC1,1.5,101,0.4,-7,102,3,-2,-2,32
O=P(Nc1cccnc1)(Oc1ccccc1Cl)Oc1ccccc1Cl,0.2,98,5.0,-13,98,38,-3,-2,3
Cc1oc(-c2ccc(Cl)cc2)nc1CS(=O)CC(=O)N1CCC2(CC1)OCCO2 (centres undefined),0.2,105,0.9,-17,104,-11,1,-2,-84
Cc1c(C=C2C(=O)NC(=O)NC2=O)c(=O)n(-c2ccccc2)n1C,0.4,98,0.4,-10,104,11,-12,-1,0
CCOC(=O)Cn1cc([N+](=O)[O-])nc1[N+](=O)[O-],-0.3,101,-0.1,-5,102,9,6,4,9
CCOc1ccc2[nH]c(=O)c(CN(CCO)C3(c4nnnn4C4CCCCC4)CCCCC3)cc2c1,-1.1,.,-0.5,-12,.,22,.,-1,21
O=Cc1cn(Cc2ccccc2F)c2ccccc12,5.1,100,4.6,5,101,6,0,-4,2
CCn1c(O)c(C=NCc2ccccc2)c(=O)[nH]c1=S,-0.7,89,0.0,-10,103,-2,-11,-5,-2
Cc1cccc(CN2CCCC(C(=O)c3ccc4c(c3)OCO4)C2)n1 (centres undefined),1.1,105,0.1,-5,104,13,1,-6,28
O=c1[nH]c(=O)n(Cc2ccccc2Cl)c(O)c1/C=C1/C=CC=N1,-0.9,63,-0.6,8,72,6,-12,0,48
CCOc1cc2c(cc1OCC)-n1cccc1C(c1ccc(F)c(OC)c1)NC2 (centres undefined),22*,121,15,3,106,19,7,-12,-20
O=c1[nH]c(=O)n(-c2ccccc2Cl)c(O)c1C=NCCN1CCCCC1,0.4,103,1.1,2,107,.,2,-4,-6
Cc1ccc(OP(=O)(NCc2ccccc2)Oc2ccc(C)cc2)cc1,-0.7,99,-0.5,-10,100,28,2,-11,-7
COC(=O)C(O)(c1c[nH]c2ccccc12)C(F)(F)F (centres undefined),2.2,98,0.6,-7,98,2,-1,-3,-14
Cn1cnc(CCN)c1,0.4,110,0.3,.,109,.,4,-1,.
Cc1ccc(S(=O)(=O)Oc2ccccc2C=C2C(=O)N(C)C(=O)N(C)C2=O)cc1,-1.6,102,-0.3,-10,103,7,7,-5,.
O=C(COc1ccc(Br)cc1)N1CCN(Cc2c[nH]c3ccccc23)CC1,9.9,.,5.0,-1,.,5,.,-6,29
NCCc1ccc(S(N)(=O)=O)cc1,-1.4,100,-0.8,-13,103,-6,1,5,1
COc1cc(C(=O)Nc2ccc(Br)cc2C(=O)c2ccccc2)cc(OC)c1OC,0.6,98,-0.3,-13,97,13,7,-2,-13
CCN(CC)c1ccc(C=C2C(=O)N(C)C(=S)N(C)C2=O)o1,6.7,79,7.7,-4,97,20,-2,2,6
COC(=O)C(O)(c1ccc(NC(=O)c2ccco2)c(OC)c1)C(F)(F)F (centres undefined),-0.3,105,0.3,-11,108,.,9,4,43

Complete entries, looked up by structure. Screens in order: OXTR agonist | MEKK2wt PB1 HTS | V1R ag counter | GPR7 antag | MEKK3 PB1 HTS | NALP1 inh | MEKK2mut PB1 HTS | GalR3 antag | PHOSPHO1 inh
O=P(Nc1cccnc1)(Oc1ccccc1Cl)Oc1ccccc1Cl as listed: 0.2 | 98 | 5.0 | -13 | 98 | 38 | -3 | -2 | 3
CC(Cc1cccs1)NCc1ccc(Cl)cc1 (centres undefined) as listed: -0.8 | 104 | -0.1 | -5 | 104 | 22 | 0 | 1 | 24
CCOc1ccc2[nH]c(=O)c(CN(CCO)C3(c4nnnn4C4CCCCC4)CCCCC3)cc2c1 as listed: -1.1 | . | -0.5 | -12 | . | 22 | . | -1 | 21
COc1cccc(-n2c(=S)[nH]c3ccccc3c2=O)c1 as listed: 0.2 | 89 | 0.9 | 11 | 94 | -8 | -11 | -3 | -37
C[n+]1c(-c2ccccc2)cc(CCCCc2cc(-c3ccccc3)[n+](C)c(-c3ccccc3)c2)cc1-c1ccccc1 as listed: 0.9 | 9.0*[inhibitor] | 9.2 | 9 | 108 | 10 | 56* | -4 | -1

Carrying on.
Structure,OXTR agonist,MEKK2wt PB1 HTS,V1R ag counter,GPR7 antag,MEKK3 PB1 HTS,NALP1 inh,MEKK2mut PB1 HTS,GalR3 antag,PHOSPHO1 inh
CC[n+]1c(/C=C/C=C/c2ccc(N(C)C)cc2)sc2ccccc21,-0.2,-5.0*,-0.9,4,95,8,12,19*,15
C#CC1(O)C=CC2C3CCC4=CC(=O)CCC4C3CCC21CC (centres undefined),0.6,105,5.3,3,108,8,4,-11,.
O=c1[nH]c(=S)n(Cc2ccc(F)cc2)c(O)c1C=NCC1CCCO1 (centres undefined),1.6,100,0.9,-11,104,10,1,-4,-5
CCOC(=O)/C(=N\Nc1ccccc1)N1CC1,-0.5,97,0.0,-6,97,-9,-1,1,-48
O=C(Cc1ccccc1)OC(COCc1ccccc1)CN1CCOCC1 (centres undefined),-0.1,103,1.1,-17,101,-6,8,-6,-10
Fc1ccc2c(c1)nnn2C1CCN(Cc2nnnn2CCc2ccccc2)CC1,1.4,107,0.5,8,104,18,3,1,-4
COc1ccc(CCNC(C)CCc2ccc(OC)cc2)cc1 (centres undefined),5.2,110,7.7,3,99,-4,4,-8,-2
COc1cc(CN=C(C)c2c(O)n(C)c(=O)n(C)c2=O)cc(OC)c1,1.5,110,3.8,-11,107,8,5,1,8
C=C1N2CCC(CC2)C1(O)c1ccccc1C (centres undefined),0.3,102,1.5,-3,103,11,-3,-2,-14

Of the compounds above, these contain a COOH group.
Structure,OXTR agonist,MEKK2wt PB1 HTS,V1R ag counter,GPR7 antag,MEKK3 PB1 HTS,NALP1 inh,MEKK2mut PB1 HTS,GalR3 antag,PHOSPHO1 inh
CC(C)OC(=O)C1C2c3ccccc3C(c3ccccc32)C1C(=O)O (centres undefined),-0.7,99,1.4,-5,106,12,-1,-1,-1
O=C(Cc1ccccc1)NC(Cc1ccc(Cl)cc1)C(=O)O (centres undefined),0.6,102,0.4,-5,106,5,23,0,24
